Screens: PubChem BioAssay, National Center for Advancing Translational Sciences (NCATS)
RXFP1 antagonist = qHTS Assay for Antagonists of the Relaxin Receptor RXFP1 | Relaxin receptor 1 (Homo sapiens), Q9HBX9 | 0.59% of 350,000 active | activity change, negative = inhibition, % at 57.5 µM | HEK293-RXFP1, relaxin-stimulated cAMP HTRF, 30 min; active compounds read low;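 active = activity change of -60% or lower, but not beyond a set lower limit; inconclusive = change between -60% and -40%, or beyond the set limit; inactive = change above -40%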; also: % is scaled to controls: 0 for no effect and ±100 for the full control effect
D1 ag = Allosteric Agonists of the Human D1 Dopamine Receptor: qHTS; D(1A) dopamine receptor (Homo sapiens), P21728; HEK293 T-REx D1 cells, calcium flux, agonist mode; activation, % at 2 µM; 1% of 360,000 active; AID 504660, 2011; in the data active = activation above about 30%; also: 0% is about no effect
Target sequence (P21728 whole entry, looked up): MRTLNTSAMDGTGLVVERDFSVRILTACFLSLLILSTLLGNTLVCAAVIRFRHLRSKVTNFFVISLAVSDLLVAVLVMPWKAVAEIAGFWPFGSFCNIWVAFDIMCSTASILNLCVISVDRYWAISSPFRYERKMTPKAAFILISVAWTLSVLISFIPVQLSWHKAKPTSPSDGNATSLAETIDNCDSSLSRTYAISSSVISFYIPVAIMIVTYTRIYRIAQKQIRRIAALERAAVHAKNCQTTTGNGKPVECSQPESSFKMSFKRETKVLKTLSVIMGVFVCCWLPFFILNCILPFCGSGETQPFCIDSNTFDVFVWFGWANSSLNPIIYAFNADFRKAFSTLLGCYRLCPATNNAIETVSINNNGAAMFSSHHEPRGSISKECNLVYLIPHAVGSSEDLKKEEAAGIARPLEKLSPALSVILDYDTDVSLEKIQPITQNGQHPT
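Inducible HEK293 T-REx D1 cells, force-coupled to calcium signalling, were plated at 4000 cells/well with tetracycline and held overnight at 30 C. After no-wash calcium dye loading, compound-evoked calcium rise over 180 s flagged agonists.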
RXFP1 ag = qHTS Assay for Agonists of the Relaxin Receptor RXFP1; Potency, µM (doses to about 57.5 µM), inactives show top-dose activation, most hits filed as activators; 0.3% of 370,000 active; HEK293T-RXFP1 cAMP TR-FRET, 30 min; response scale: percent of porcine relaxin response, buffer zero; AID 2676, 2010; also: potency is read from the fitted curve at half-maximal effect; % is scaled to controls: 0 for no effect and ±100 for the full control effect; nearly all actives have a fitted effect of over 60% in size; many of its hits are not listed in these tables
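cAMP rise read by TR-FRET after 30 min, 37C compound exposure (up to 58 uM) in RXFP1-transfected HEK293 cells with Ro 20174 present. EC50 from Hill-equation fits, with 29 nM porcine relaxin as 100% and buffer as basal.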
TRHR PAM = qHTS for Small Molecule Agonists and Allosteric Enhancers of Human TRH Receptor: Primary Screen for Enhancers; AID 493056, 2011; TRHR cells, fluo-8 calcium fluorescence, EC20 TRH enhancement; enhancement, % at 2 µM; 0.66% of 360,000 active; Thyrotropin-releasing hormone receptor (Homo sapiens), P34981; in the data active = enhancement above about 30%; also: 0% is about no effect
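TRHR-expressing cells loaded with fluo-8 calcium dye were read kinetically (ex 480/em 530) during compound addition, then stimulated with an EC20 of TRH (10 nM final). Enhancement of the Gq-mediated intracellular calcium response was scored.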
Apoferritin bind = qHTS Assay for Identification of Novel General Anesthetics | apoferritin/1-aminoanthracene competitive binding, fluorescence | Ferritin light chain (Equus caballus), P02791 | Potency, µM (top dose mostly 77.5 µM), for the others: top-dose activity change, negative = displacement, hits mostly inhibitors | 0.074% of 350,000 active; also: potency is read from the fitted curve at half-maximal effect; % is scaled to controls: 0 for no effect and ±100 for the full control effect; nearly all actives have a fitted effect of over 20% in size
Target sequence (P02791 2-175 limits assumed): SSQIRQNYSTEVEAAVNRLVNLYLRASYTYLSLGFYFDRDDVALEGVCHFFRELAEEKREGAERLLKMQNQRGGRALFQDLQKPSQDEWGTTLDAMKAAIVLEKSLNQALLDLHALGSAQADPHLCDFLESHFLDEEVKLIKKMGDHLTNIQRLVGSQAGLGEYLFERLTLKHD
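Probe: 1-aminoanthracene (50% saturated, PBS). Protein: horse-spleen apoferritin, 10 uM. Incubation: 10 min, room temperature. Detection: 380 nm excitation, 535 nm emission. Analysis: normalized response, four-parameter Hill.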
TRHR agonist = qHTS for Small Molecule Agonists and Allosteric Enhancers of Human TRH Receptor: Primary Screen for Agonists. Thyrotropin-releasing hormone receptor (Homo sapiens), P34981. TRHR cells, calcium flux fluo-8, FDSS agonist mode. activation, % at 2 µM. 0.18% of 360,000 active; in the data active = activation above about 30%; also: 0% is about no effect
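Agonist-mode FDSS calcium read (Ex 480/Em 530, 1 s cycles) in 1536-well TRHR cells with fluo-8 dye, after 10-cycle baseline and 23 nL compound addition; TRH at EC20 (10 nM final) added afterwards for the enhancer phase.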
D1 antagonist = Antagonist of Human D 1 Dopamine Receptor: qHTS; D(1A) dopamine receptor (Homo sapiens), P21728; HEK293 TREx D1 cells, calcium flux, dopamine EC80; active compounds read low; 3.2% of 360,000 active; activity change, negative = inhibition, % at 10 µM; in the data active = activity change below about -30%; also: % is scaled to controls: 0 for no effect and ±100 for the full control effect
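Kinetic fluorescence of a calcium dye serves as the read-out. D1-expressing Hek293 Trex cells, induced overnight at 30 C, are exposed to compound for 180 s before an EC80 dopamine addition, then read 180 s further.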
D1 PAM = Potentiators of Human D1 Dopamine Receptor: qHTS. D(1A) dopamine receptor (Homo sapiens), P21728. HEK293 TREx D1 cells, calcium flux, dopamine EC20 potentiation. potentiation, % at 10 µM. 0.036% of 360,000 active; in the data active = potentiation above about 30%; also: 0% is about no effect
D2 PAM = HTS Assay for Positive Allosteric Modulators of the Human D2 Dopamine Receptor: Primary Screen for Potentiators; potentiation, % at 10 µM; HEK293 T-REx D2, calcium flux, EC20 dopamine potentiation; AID 485347, 2010; 0.34% of 340,000 active;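 active = potentiation over 3 SD above the plate norm, cut at about 30% in these data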; also: 0% is about no effect
Target sequence (P14416 whole entry, looked up): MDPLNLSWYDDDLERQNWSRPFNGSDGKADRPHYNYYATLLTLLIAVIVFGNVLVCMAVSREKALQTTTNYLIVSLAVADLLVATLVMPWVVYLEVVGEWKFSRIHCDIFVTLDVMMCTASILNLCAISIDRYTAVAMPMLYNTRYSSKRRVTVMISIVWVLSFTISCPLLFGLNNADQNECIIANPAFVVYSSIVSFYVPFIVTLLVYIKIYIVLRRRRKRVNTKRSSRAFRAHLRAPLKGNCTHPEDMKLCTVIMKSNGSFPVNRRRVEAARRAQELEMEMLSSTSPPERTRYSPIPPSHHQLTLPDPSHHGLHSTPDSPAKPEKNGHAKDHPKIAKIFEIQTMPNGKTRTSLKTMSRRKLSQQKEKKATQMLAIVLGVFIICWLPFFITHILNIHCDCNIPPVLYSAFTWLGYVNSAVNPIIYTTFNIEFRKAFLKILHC
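Using a no-wash calcium dye in inducible, force-coupled HEK293 Trex cells expressing D2, we tracked fluorescence each second for 180 s after compound, then for 180 s after EC20 dopamine to detect augmented signalling.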
* marks the source's active call; other numbers are inactive results; ? = inconclusive; . = no result given; [ ] = remark or other dose. Unless noted, calls follow the shape of the dose curve; as a rule, active = well fitted curve in the direction sought with a large enough effect; inconclusive = small, poorly fitted or top-dose-only effect, or another doubt; inactive = no such curve, though single readings can be large; an effect the other way counts as inactive or inconclusive.

SMILES | RXFP1 antagonist | D1 ag | RXFP1 ag | TRHR PAM | Apoferritin bind | TRHR agonist | D1 antagonist | D1 PAM | D2 PAM
CS(=O)c1ccccc1COC(=O)Nc1ccccc1 (centres undefined) | -9 | 1 | 2.5% | 21 | -3% | 0.7 | 4 | -7 | -7
O=C(CSc1nnnn1-c1cccc2c1CCCC2)N1CCCCC1 | 11 | 11 | -0.4% | -7 | -4% | -0.2 | 20 | 4 | 1
CCOc1ccccc1N(CC(=O)OC)S(C)(=O)=O | 0 | 2 | -0.5% | -1 | -13% | -0.1 | -3 | 3 | -3
O=C(c1ccc(N2CCCC2=O)cc1)N1CCCCCC1 | -3 | 1 | 0.0% | -4 | -19% | 0.4 | 18 | 1 | -4
Cn1cccc1CC(=O)NNC(=O)Nc1ccc(F)cc1 | 0 | 4 | 0.4% | -11 | 1% | 0.4 | -9 | -7 | -4
CN(C)/C=N/c1ncn(-c2ncc(C(F)(F)F)cc2Cl)n1 | 5 | 2 | 3.4% | 5 | -4% | -0.1 | -1 | 4 | 5
CC(Nc1nc(-c2cccnc2)nc2ccccc12)c1ccc(F)cc1 (centres undefined) | -16 | -1 | -2.2% | -2 | 1% | -0.2 | -11 | 2 | 2
Cc1ccc(-c2ccc(OCC(=O)N3CCOCC3)cc2)cc1 | -1 | 9 | 2.1% | 3 | -12% | -0.3 | -13 | -4 | 9
CCCC(=NCCc1c(C)[nH]c2ccccc12)C1=C(O)CC(c2ccccc2)CC1=O (centres undefined) | -32 | 1 | -1.0% | -2 | -12% | 0.1 | -8 | -2 | -6
O=C(CCSc1ccccc1)Nc1nnc(-c2ccccc2)o1 | . | 1 | -1.8% | -1 | -8% | -0.3 | 14 | . | 26
COc1ccc(C(=O)Nc2cc(C)c(NC(=O)c3ccccc3OC)cn2)cc1 | -22 | 0 | 5.8% | 8 | 3% | 0.8 | -7 | -7 | -5
Cc1noc(C)c1C(=O)Nc1cccc2ncccc12 | -5 | 1 | 0.0% | 18 | -7% | 0.9 | -1 | 2 | -2
COc1cc(CNC2CCCC2)c(Br)cc1OC1CCCC1 | -14 | 20 | 3.4% | -3 | -10% | 0.4 | -30* | -12 | -20
CC(=O)c1cccc(NC(=O)c2ccc3c(c2)N(Cc2ccc(C)cc2)CCS3)c1 | 9 | 0 | 9.7% | 0 | 361%[activator] | 0.0 | 6 | -1 | -5
O=C(Nc1ccc(Cl)cc1)C1CCCN(c2ncnc3c2nc2n3CCCCC2)C1 (centres undefined) | -5 | 4 | -0.1% | 0 | -12% | 0.0 | 7 | -4 | -6
Cc1ccc(NC(=O)CNCc2ccccc2)cc1Br | -8 | 11 | -1.4% | 8 | -13% | 0.1 | -8 | -4 | -11
Cc1nc2ccccc2n1CCc1nc2c3ccccc3nc(SCc3ccc(F)cc3)n2n1 | -9 | 1 | -0.6% | 6 | 8% | 0.2 | 30 | 0 | 11
CC(=O)c1ccc(NC(=S)NC(=O)/C=C/c2ccccc2)cc1 | -1 | 5 | -0.1% | -8 | -5% | 0.8 | -1 | 1 | 3
CC1CCc2nn(CC(=O)NC3CCCC3)cc2C1 (centres undefined) | 5 | 1 | -0.1% | -4 | -7% | 1.2 | 8 | 1 | 0
COC(=O)Cc1c(C)nc2nc(-c3ccc(OC)cc3)[nH]n2c1=O | -13 | 4 | 2.2% | 0 | 0% | 0.3 | -10 | -5 | -6
Cc1ccc(-n2c(=O)c3oc4ccccc4c3n(CC(=O)Nc3ccccc3)c2=O)cc1C | -23 | 4 | 0.2% | 19 | -16% | 1.2 | 4 | -4 | -7
COCc1ccc(C(=O)NC2CC(C)(C)Cc3c2cnn3-c2ccc(C)cc2)o1 (centres undefined) | -9 | 2 | 0.6% | 12 | -15% | 2.2 | 3 | 3 | 14
Cc1ccc(C(=O)N2CCN(C(=O)N3CCOCC3)CC2)cc1 | 2 | 2 | 0.7% | -1 | -8% | -0.1 | -13 | -3 | 4
Cc1nc(-c2ccccc2)sc1C(=O)/C=C/c1ccccc1 | . | 15 | 2.1% | -6 | ? | 0.9 | 6 | 2 | -7
CC#CC(=O)NC1CCCN(C2Cc3ccccc3C2)C1 (centres undefined) | 3 | 4 | 2.4% | -9 | -7% | 0.1 | -2 | -1 | .

Pulled one by one from above (four):
SMILES | RXFP1 antagonist | D1 ag | RXFP1 ag | TRHR PAM | Apoferritin bind | TRHR agonist | D1 antagonist | D1 PAM | D2 PAM
Cc1ccc(C(=O)N2CCN(C(=O)N3CCOCC3)CC2)cc1 | 2 | 2 | 0.7% | -1 | -8% | -0.1 | -13 | -3 | 4
Cc1ccc(-c2ccc(OCC(=O)N3CCOCC3)cc2)cc1 | -1 | 9 | 2.1% | 3 | -12% | -0.3 | -13 | -4 | 9
CCOc1ccccc1N(CC(=O)OC)S(C)(=O)=O | 0 | 2 | -0.5% | -1 | -13% | -0.1 | -3 | 3 | -3
COc1cc(CNC2CCCC2)c(Br)cc1OC1CCCC1 | -14 | 20 | 3.4% | -3 | -10% | 0.4 | -30* | -12 | -20

Going on with the list.
SMILES | RXFP1 antagonist | D1 ag | RXFP1 ag | TRHR PAM | Apoferritin bind | TRHR agonist | D1 antagonist | D1 PAM | D2 PAM
Fc1ccc(C2CCCCN2Cc2nc(CC3CC3)no2)cc1 (centres undefined) | -32 | 2 | -1.7% | 18 | -11% | -0.4 | 4 | -6 | 1
CCc1nnc(SCC(=O)Nc2nc(C)c(C(=O)N(C)C)s2)n1CC | 0 | 3 | 2.7% | -5 | 0% | 0.0 | -5 | 2 | -5
O=C(COC(=O)c1cc([N+](=O)[O-])ccc1N1CCOCC1)Nc1ccccc1OC(F)F | -14 | 6 | 5.0% | -2 | . | -0.3 | -31* | -12 | -5
Cc1cccc([C@@H]2C[C@H]3CN(Cc4cccc(Cl)c4)C(=O)[C@]34CCCN24)n1 | -6 | 2 | -1.5% | 9 | -15% | -2.0 | 4 | 2 | -4
CCS(=O)(=O)c1ccc(O)c(NC(=O)COc2ccc(C)cc2)c1 | -6 | 1 | 1.7% | 6 | -2% | 0.9 | 8 | -1 | -1
CN(C)c1ccc(NC(=O)Nc2ccc3snnc3c2)cc1 | -6 | 16 | -0.3% | -8 | -15% | 0.8 | -48* | -7 | 2
CNC(=S)Nc1cccc(-c2cnc3ccccc3n2)c1 | 4 | 0 | 4.4% | 2 | -10% | 0.3 | -9 | -13 | 5
COc1ccc(CC(=O)OC(C)C(=O)Nc2ccc(Cl)cn2)cc1 (centres undefined) | 1 | 0 | 0.0% | -3 | . | -3.7 | -3 | -3 | 4
CC(Sc1ncnc2c1cnn2-c1ccccc1)C(=O)Nc1ccc(N2CCOCC2)cc1 (centres undefined) | -6 | -2 | 0.6% | 4 | . | 0.0 | -3 | -2 | 8
COC(=O)COn1c(-n2nc(C)cc2C)nc2ccccc2c1=O | -4 | -3 | 6.2% | 0 | -6% | -0.3 | 2 | 6 | -2
COc1ccc(CCNC(=O)c2cnn(-c3ccc(F)cc3)c2C2CCN(C(=O)OC(C)(C)C)CC2)cc1OC | -18 | 0 | -2.9% | -4 | -18% | -0.7 | 0 | -4 | 2
Cc1cc(N2CCCC2=O)ccc1S(=O)(=O)Nc1c(C)nn(C)c1C | -4 | 2 | 0.7% | -5 | 0% | -0.6 | 6 | 1 | 10
O=C(CCSc1ccccc1)NC1CCCC1 | 10 | 2 | -1.1% | 2 | -18% | -0.1 | 11 | 7 | 11
CCOC(=O)c1c(NC(=O)C(=O)N/N=C(\C)c2ccc(OC)cc2)sc2c1CCCCC2 | . | 3 | 2.0% | 3 | -8% | 1.4 | 1 | -1 | 1
O=C(c1ccc2ncsc2c1)N1CCN(c2ccccc2Cl)CC1 | 21 | -1 | 1.4% | 2 | -10% | 0.5 | 15 | 5 | 3
CCOC(=O)C1CCN(C(=O)Cn2cccc2C(=O)c2ccccc2)CC1 | 0 | 1 | 2.6% | 3 | -11% | 0.2 | 6 | 2 | -1
COc1ccc(-c2nc(SCC(=O)Nc3ccccc3)c(-c3ccc(F)cc3)[nH]2)cc1OC | -17 | 0 | 0.5% | 7 | -13% | 1.7 | -47* | -5 | -15
COCc1cc(=O)[nH]c(=S)[nH]1 | . | 9 | -0.4% | 0 | 15% | 1.0 | -19 | -3 | 4
Cc1cccc(Cl)c1NC(=O)N1CCCN(c2nc3ccc(Cl)cc3s2)CC1 | -19 | 4 | -0.5% | -3 | -10% | -0.2 | 3 | -1 | 30
Cc1cc(C)cc(C(=O)NC(CC(N)=O)c2ccc(N3CCC(Br)CC3)c([N+](=O)[O-])c2)c1 (centres undefined) | . | 1 | -0.1% | 7 | ? | 0.1 | -6 | -6 | 4
O=C(Cn1cncn1)N/N=C/c1cccc2ccccc12 | 15 | 4 | 3.3% | 3 | -20% | -0.3 | 6 | -3 | -7
Cc1ccc(N(CC(=O)NCC2CCCO2)C(=O)CCC(=O)Nc2ccccn2)cc1C (centres undefined) | -7 | 1 | -0.3% | -1 | 7% | 0.6 | 1 | -6 | -13
Cc1cc(NS(=O)(=O)c2ccc(NC(=O)/C=C/c3ccccc3)cc2)no1 | -22 | 4 | -0.4% | 3 | -5% | 0.2 | -3 | 7 | -2
O=C(NCCCN1CCOCC1)c1cc(-c2ccc(Cl)s2)nc2ccccc12 | -14 | 7 | 3.4% | -3 | . | 3.5 | -1 | -13 | 1
CCN(c1ccccc1)S(=O)(=O)c1ccc(C(=O)N2CC(C)CC(C)C2)cc1 (centres undefined) | -7 | 3 | 1.0% | -9 | . | -0.1 | -1 | 10 | -2
CCC(=O)N1CCC(NC(=O)Nc2ccc(OC(F)(F)F)cc2)CC1 | . | 0 | -0.3% | -3 | . | -0.2 | . | -6 | -9
Cc1cc(=O)oc2cc(OCC(=O)NC3CC(C)(C)NC(C)(C)C3)c(Cl)cc12 | 4 | 3 | 2.5% | -3 | -6% | 0.9 | 3 | -7 | -6

Not all compounds are listed. The share of hits here may be higher or lower than overall.
